GALK inhibitor = galactokinase (human) inhibition; P51570; Potency, µM (highest dose often 57.5 µM), for inactives: at the top dose activity change, negative = inhibition, actives largely listed as inhibitors; 270,000 tested, 0.007% active; Purified GALK, Kinase-Glo residual ATP luminescence; note: potency is the fitted concentration of half-maximal effect; % is set by controls: 0 for no effect and ±100 for the full control effect
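5 nM enzyme, 35 uM ATP, 100 uM galactose, 20 mM HEPES pH8.0, 5 mM MgCl2; 1 h RT; residual ATP by Kinase-Glo Plus luminescence, qHTS format.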
B2AR arrestin = recruits beta-arrestin to the human beta2-adrenergic receptor; P07550; beta-arrestin recruitment to beta2AR, cell-based reporter; Potency, µM (highest dose often 46.1 µM), inactives show top-dose activation, hits mostly activators; 330,000 tested, 0.02% active;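 note: potency is the fitted concentration of half-maximal effect; 0% = DMSO controls and full agonism = EC100 isoproterenol or metaproterenol; nearly all actives have a fitted effect of over 65% in size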
a7 integrin act = activates integrin-mediated alleviation for muscular dystrophy | AID 624291 | alpha7betagal myoblasts, beta-gal FDG fluorescence, 48 h | Potency, µM (top dose mostly 38.3 µM), inactives show at the highest dose activation, usual class: activators | 350,000 tested, 0.064% active;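 note: potency is the fitted concentration of half-maximal effect; 100% = response of the positive control SU9516; nearly all actives have a fitted effect of over 60% in size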
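Alpha7betagal+/- myoblasts (passage 13) were plated 16-24 hr, then exposed to compounds (1:260 dilution of DMSO stock) for 48 hours at 37C. After MPER lysis, β-galactosidase reporter activity was read as FDG fluorescence (ex 480/em 540) after 30 minutes.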
Menin-MLL TR inh = displaces Texas Red mutant MLL peptide from human menin. 270,000 tested, 0.23% active. Menin + Texas Red MLL mutant peptide, fluorescence polarization. Potency, µM (highest dose often 61.6 µM), for the others: at the highest dose FP activity change, negative = inhibition, actives largely listed as inhibitors. O00255; active = well fitted inhibition curve with a large enough effect in the polarisation, with a control signal flat, not every such curve was filed as active; inconclusive = small, poorly fitted or top-dose-only effect, or effect the other way, or a change in a side signal; inactive = no such curve, though single readings can be large or run the other way; the % refers to the polarisation; note: potency is the fitted concentration of half-maximal effect; % of control where 0% means no effect; many of its hits are not listed in these tables
Target sequence (O00255 whole entry, looked up): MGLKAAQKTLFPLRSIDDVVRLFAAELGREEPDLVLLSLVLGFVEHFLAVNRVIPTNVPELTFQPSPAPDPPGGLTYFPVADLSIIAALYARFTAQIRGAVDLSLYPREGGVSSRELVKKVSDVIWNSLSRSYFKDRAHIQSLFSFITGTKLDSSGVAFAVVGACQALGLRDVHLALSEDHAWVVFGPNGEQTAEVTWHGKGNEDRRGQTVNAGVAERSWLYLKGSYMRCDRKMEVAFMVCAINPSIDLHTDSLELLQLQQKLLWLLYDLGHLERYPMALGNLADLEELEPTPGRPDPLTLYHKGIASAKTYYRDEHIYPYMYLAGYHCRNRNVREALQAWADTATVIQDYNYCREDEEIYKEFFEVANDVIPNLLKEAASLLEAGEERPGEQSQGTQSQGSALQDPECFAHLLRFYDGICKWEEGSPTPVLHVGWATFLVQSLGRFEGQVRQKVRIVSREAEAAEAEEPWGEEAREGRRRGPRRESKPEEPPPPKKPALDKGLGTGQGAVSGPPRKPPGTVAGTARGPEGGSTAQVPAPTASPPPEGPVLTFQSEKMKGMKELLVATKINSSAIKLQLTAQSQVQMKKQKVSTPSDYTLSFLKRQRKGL
FBPA coupling cs = inhibits coupling enzyme system, counter-screen for aldolase hits; coupling enzyme system counterscreen, AmpLite Red fluorescence; activity change, negative = inhibition, % at 58.2 µM, hits read low; 290,000 tested, 0.67% active; in the data active = activity change below about -30%; note: % is set by controls: 0 for no effect and ±100 for the full control effect
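Counterscreen lacking aldolase: glyceraldehyde-3-phosphate coupling-enzyme reagent preincubated 10 min at RT with compound (at 57.5 uM final), then substrate/coupling system with AmpLite Red added; fluorescence read at 525/598 nm after 20 min RT.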
Giardia killer = Giardia lamblia killing. Giardia lamblia trophozoite viability. activity change, % at 7.66 µM, hits read low. 340,000 tested, 0.15% active. AID 540267; in the data active = activity change below about -80%; inconclusive = between about -30% and that limit;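 note: parasites exposed to compound for two days anaerobically before the ATP read; % is set by controls: 0 for no effect and ±100 for the full control effect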
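Giardia lamblia trophozoites (100 cells/well) were incubated with compounds for 48 h at 37 deg C under anaerobic conditions. Viability was read as ATP content by one-step luminescence after 15-30 min at room temperature.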
PKM2 activator = activators of human pyruvate kinase M2; P14618; purified PKM2, Kinase-Glo ATP luminescence, activation; response scale: 0% is enzyme alone, no compound; Potency, µM (series often up to 57.5 µM), without a hit: at the top dose activation, actives largely listed as activators; 260,000 tested, 0.34% active; note: potency is the fitted concentration of half-maximal effect; % is set by controls: 0 for no effect and ±100 for the full control effect; nearly all actives have a fitted effect of over 55% in size
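hPK-M2, >95% pure; 0.1 mM ADP / 0.5 mM PEP final; imidazole pH7.2 buffer w/ 7 mM MgCl2, 50 mM KCl; 1 h RT; Kinase-Glo lum. Intermediate enzyme activity for dual inhibitor/activator qHTS.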
TSG101-PTAP inh = blocks PTAP/TSG101 interaction to inhibit HIV-1 budding; Fluorescence polarization, FITC-PTAP peptide / Tsg101 binding; Potency, µM (series often up to 115 µM), inactives show at the highest dose activity change, negative = inhibition, most hits filed as inhibitors; 340,000 tested, under 10 active; AID 493005; active = well fitted inhibition curve with a large enough effect in the main read-out, with a control signal flat, not every such curve was filed as active; inconclusive = small, poorly fitted or top-dose-only effect, or effect the other way, or a change in a side signal; inactive = no such curve, though single readings can be large or run the other way; note: potency is the fitted concentration of half-maximal effect; % of control where 0% means no effect
Target sequence (Q99816 whole entry, looked up): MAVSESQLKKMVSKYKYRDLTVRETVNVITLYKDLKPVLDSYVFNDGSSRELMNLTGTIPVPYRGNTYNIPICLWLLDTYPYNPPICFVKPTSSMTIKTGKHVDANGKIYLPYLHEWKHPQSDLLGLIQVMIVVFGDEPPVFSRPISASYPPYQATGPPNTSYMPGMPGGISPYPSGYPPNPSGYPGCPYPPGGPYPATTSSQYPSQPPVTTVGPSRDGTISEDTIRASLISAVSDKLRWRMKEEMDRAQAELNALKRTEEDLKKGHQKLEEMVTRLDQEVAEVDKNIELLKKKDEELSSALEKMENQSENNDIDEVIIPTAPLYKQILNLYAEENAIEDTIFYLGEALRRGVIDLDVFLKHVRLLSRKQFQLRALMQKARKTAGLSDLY
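Tsg101 binding domain (10 uM final) was mixed with compound and a FITC-labeled PTAP peptide (50 nM final) in HEPES pH 7.5 buffer with NaCl, Tween 20, EDTA and TCEP; fluorescence polarization was read after 20 min at r.t.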
BCR signal inh = inhibitors of chronic active B-cell receptor signaling. 340,000 tested, 0.05% active. AID 493014. ABC-DLBCL IkBa-CBG/CBR reporter, luminescence ratio, 4 h. Potency, µM (series often up to 46.1 µM), for inactives: at the top dose ratio change, negative = lower green/red ratio, usual class: inhibitors; active = well fitted inhibition curve with a large enough effect in the signal ratio, with a control signal flat, not every such curve was filed as active; inconclusive = small, poorly fitted or top-dose-only effect, or effect the other way, or a change in a side signal; the % refers to the signal ratio;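 note: potency is the fitted concentration of half-maximal effect; plate controls were basal doxycycline-induced cells for no effect and cells given 10 µM MG132 for full effect; MG132 reads +100%, hits lower the ratio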
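Doxycycline induced both beetle luciferases in TMD8 lymphoma cells; IKK-driven degradation limits the IkappaBalpha-fused green signal, while red luminescence normalises for cell number and nonspecific effects. Compounds tested up to 46 uM, 4 hrs.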
Tb PFK inh = inhibitors of T. brucei phosphofructokinase. O15648. 330,000 tested, 0.17% active. T. brucei PFK, ADP-Glo luminescence. Potency, µM (top dose mostly 57.5 µM), for the others: top-dose activity, negative = inhibition, hits mostly inhibitors;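 note: potency is the fitted concentration of half-maximal effect; 0% = uninhibited 1x PFK enzyme wells and -100% = no-enzyme wells; nearly all actives have a fitted effect of over 60% in size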
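ADP-Glo luminescence quantified ADP after 45 min at room temperature, with 1.25 nM T. brucei PFK, 0.1 mM ATP and 0.5 mM fructose-6-phosphate in pH 8.0 TEA buffer. qHTS titrations up to 57 µM; curves classified by quality.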
S-ASM inh = blocks human secretory acid sphingomyelinase | P17405 | placental ASM, HMU-PC fluorogenic substrate, 60 min | Potency, µM (series often up to 57.5 µM), inactives show at the highest dose activity change, negative = inhibition, most hits filed as inhibitors | 340,000 tested, 0.006% active | AID 504937; note: potency is the fitted concentration of half-maximal effect
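Steps: dispense placental human ASM, pin compound, wait 10 min at room temperature, add HMU-PC0 substrate at 9 uM final, incubate 60 min at 37 °C, add stop solution raising pH to 10, read fluorescence.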
* marks the source's active call; other numbers are inactive results; ? = inconclusive; . = no result given; & = joins results of further samples; [ ] = remark or other dose. Unless noted, calls come from the whole dose curve; as a rule, active = well fitted curve in the direction sought with a large enough effect; inconclusive = small, poorly fitted or top-dose-only effect, or another doubt; inactive = no such curve, though single readings can be large; an effect the other way counts as inactive or inconclusive. An excerpt. The share of hits here may be higher or lower than overall.

SMILES	GALK inhibitor	B2AR arrestin	a7 integrin act	Menin-MLL TR inh	FBPA coupling cs	Giardia killer	PKM2 activator	TSG101-PTAP inh	BCR signal inh	Tb PFK inh	S-ASM inh
COc1ccc(CCN2CC(C(=O)N(C)Cc3ccccc3OC)CCC2=O)cc1 (stereo not given)	-6%	0.3%	-21%	0%	0	-5	.	-3%	3%	1%	-2%
CCC(=O)N1CCN(c2ccc(NC(=O)COc3ccc(CC)cc3)cc2)CC1	12%	-0.8%	16%	?	1	17	0%	-4%	?	-17%	3%
CC(=O)Nc1cccc(Nc2nc(-c3ccccc3)nc3ccccc23)c1	-1%	0.3%	20%	?	-1	-5	-2%	-6%	?	10%	-13%
CC1CCN(c2ccc([N+](=O)[O-])cc2C(N)=O)CC1	1%	-0.9%	4%	5%	4	-5	5%	4%	0%	-1%	-1%
Cc1nn(C)cc1C(C)Nc1nc2nonc2nc1N1CCCCC1 (stereo not given)	-2%	-0.9%	23%	-5%	2	-18	-1%	-2%	5%	-1%	-3%
CCN(CC)c1nc2n(c(=O)n1)CCO2	2%	.	-9%	5%	0	-2	0%	-7%	.	.	0%
Cc1c(C#N)c(N)nc(Cl)c1C#N	4%	0.4%	-52%[inhibitor]	-17%	1	?	13%	-2%	?	-5%	-1%
Cc1ccc2nc(NC(=O)CCCc3nc4ccccc4s3)sc2c1	1%	-0.2%	-51%[inhibitor]	5%	-1	6	0%	3%	?	-5%	-14%
CN1CCC(NC(=O)Nc2ccc(Br)cc2)CC1	5%	-0.9%	27%	.	1	-12	0%	2%	?	-13%	2%
Cc1ccc(OCC(=O)N2CCCCC2)c(Br)c1	0%	0.3%	26%	-7%	11	-9	0%	-8%	4%	-1%	-3%
O=C(c1ccc(Br)o1)N1CCN=C1SCc1cccnc1	0%	0.2%	6%	-8%	4	-4	?	-1%	-9%	0%	0%
O=C1CN(C(=O)COc2c(Cl)cccc2Cl)c2ccccc2N1	.	-0.5%	10%	.	.	-12	.	-4%	-19%	3%	1%
CC(C)c1cc(CNC(=O)CCc2nnc(CCCCc3ccccc3)o2)on1	1%	-0.2%	-22%	.	2	-9	0%	-4%	0%	0%	4%
CCOc1cc(NC(=S)Nc2ccc(Cl)cc2)c(OCC)cc1NC(C)=O	1%	0.2%	0%	?	-4	5	-1%	2%	?	-6%	-10%
COc1ccc(C(C(=O)NC2CCCC2)N(Cc2ccccc2)C(=O)c2nsc(Cl)c2Cl)cc1 (stereo not given)	0%	0.0%	-18%	-11%	3	22	-1%	-2%	?	-11%	-3%
C/C(=N/NC(=O)C1CCCN1C(=O)c1ccc([N+](=O)[O-])cc1)c1ccc(Br)cc1 (stereo not given)	-7%	-1.1%	0%	6%	2	2	0%	2%	3%	9%	-4%
CCN(CC)c1ccc(NC(=S)NCC2CCCO2)cc1 (stereo not given)	2%	-0.3%	-12%	-14%	1	14	-11%	-5%	0%	-4%	1%
CSCCNCc1c(C(=O)N2CCOCC2)nc2c(C)cccn12	-1%	-0.1%	1%	52%[activator]	0	3	0%	2%	-2%	0%	8%
COc1ccc(Cl)cc1NC(=O)C(=O)NCc1ccncc1	1%	0.1%	17%	-14%	5	-6	5%	-5%	1%	0%	1%
C=CCn1c(SCC(=O)c2[nH]c(C)c(C(=O)OCC)c2C)nc2scc(-c3ccccc3)c2c1=O	-2%	-0.2%	-6%	-8%	0	6	2%	1%	0%	0%	0%
Oc1c(Br)cc(Br)cc1/C=N/Nc1ccc(Cl)nn1	1%	0.6%	6%	?	5	21	.	-3%	3%	4%	6%
Cc1noc(C)c1C(=O)OC(C)C(=O)N1CCc2ccccc21 (stereo not given)	.	-0.3%	0%	.	.	5	.	-3%	-10%	11%	0%
CC(=O)C1=C(C)OC(N)=C(C#N)C1c1cc2cc(C)c(C)cc2nc1Cl (stereo not given)	0%	0.3%	10%	2%	-11	-8	16%	-3%	?	-3%	1%
COC(=O)c1sc(N2C(=O)C(O)=C(C(=O)c3ccc(C)o3)C2c2ccc(F)cc2)nc1C (stereo not given)	-5%	0.0%	-32%	?	10	-15	?	0%	-1%	10%	4%
Cn1c(=O)n(C)c2cc(S(=O)(=O)NCc3ccco3)ccc21	5%	0.3%	-2%	-8%	1	11	?	-2%	-2%	1%	-1%
CC(=O)c1c(C)[nH]c(C(=O)N2CCN(S(=O)(=O)c3ccc(F)c(F)c3)CC2)c1C	.	-0.4%	13%	.	.	8	.	1%	3%	-1%	3%
CCCCNc1oc(-c2cccs2)nc1S(=O)(=O)c1ccccc1	6%	-1.0%	21%[7.66 µM]	6%	-1	-3	13%	-5%	?	1%	-2%
N/C(=N\OC(=O)Cc1ccc(-c2ccccc2)cc1)c1ccccn1	0%	-0.3%	-11%	-9%	2	3	-14%	-6%	-23%	-1%	-1%
COc1ccc(OC)c(NC(=O)CCNS(=O)(=O)c2ccc3c(c2)c(=O)n(C)c(=O)n3C)c1	1%	-0.1%	5%	-16%	-7	20	-7%	-8%	5%	5%	-1%
Cc1ccc(-n2nc(C)c(C3(O)C(=O)N(C)c4ccccc43)c2N)cc1 (stereo not given)	-1%	-0.6%	-14%	9%	-2	-9	9%	-6%	3%	0%	-1%
CCN(CC)c1ccc(NC(=O)COC(=O)C2CCN(c3ccc(C(F)(F)F)cn3)CC2)cc1	.	0.0%	-14%	.	.	7	.	-1%	5%	1%	.
CN(C)C(=O)Nc1cnc2ccccc2c1	-1%	-0.3%	-7%	1%	1	-28	0%	-3%	-1%	10%	1%
COC(=O)[C@@H]1C[C@H]2CC[C@H](O)C[C@H]2N1Cc1ccc(C(F)(F)F)cc1	-1%	-1.0%	0%	-3%	0&1	5	1%&0%	-6%	2%	4%	1%
O=C(Cc1ccccc1)Nc1ccc(-c2nnc(-c3ccco3)o2)cc1	-2%	-0.2%	-12%	8%	-2	-5	0%	-6%	?	-5%	2%
Cc1ccccc1CNC(=O)C(=O)NCC1CCCN1S(=O)(=O)c1ccccc1 (stereo not given)	.	0.2%	-16%	.	.	-26	.	-1%	?	-8%	3%
CCCCCOc1ccc(C2C(C(C)=O)=C(C)Nc3ncnn32)cc1OC (stereo not given)	-1%	-0.1%	-18%	-6%	4	-6	-4%	-7%	-8%	-1%	27%
CC(C)CC(C)c1cc(N)nc2nc3ccccc3n12 (stereo not given)	0%	-0.3%	17%	3%	0	33[activator]	4%	1%	?	4%	39%
Cc1cc(C(=O)NC2CCCC(C)C2C)c2ccccc2n1 (stereo not given)	.	-0.1%	-16%	.	.	-2	.	0%	-9%	-2%	0%
C[C@H](NS(=O)(=O)c1ccc(Cl)cc1)C(=O)OCC(=O)N1CCOCC1	.	0.0%	5%	.	.	-9	.	-5%	0%	0%	2%
Cc1ccc(OCc2ccc(C(=O)Nc3ccc(C(N)=O)cc3)o2)c([N+](=O)[O-])c1	-2%	-0.6%	4%	32%[activator]	1	-2	-1%	0%	?	?	-11%
CC(C)N(C(=O)[C@H]1C[C@H](CC(=O)NCCCN(C)C)C(=O)N2CCc3c([nH]c4cc(-c5ccco5)ccc34)[C@]12C)C(C)C	.	0.6%	-36%	.	.	0	.	-6%	?	1%	-10%
Cn1cccc1Cc1nnc(SCC(=O)NCCc2ccccc2)n1C	1%	-0.2%	13%	1%	0	-4	0%	-2%	1%	2%	1%
CC(C)Cn1c(N)c(C(=O)COC(=O)C2CCCN2C(=O)c2cccs2)c(=O)n(C)c1=O (stereo not given)	.	-0.3%	-15%	.	.	20	.	-2%	1%	3%	2%
N/C(=N\OC(=O)c1cccc(F)c1)c1cccc([N+](=O)[O-])c1	2%	-0.3%	14%	17%	-1	-20	2%	2%	?	0%	2%
CCOC(=O)Cc1csc(NC(=O)CN2CCCCC2)n1	5%	-0.6%	16%	-3%	1	18	0%	0%	1%	0%	3%
Cc1ccc(-c2nn(C)c(=O)c3ccccc23)cc1S(=O)(=O)N1CCCC1	-3%	-0.9%	0%	11%	-6	-25	-1%	-3%	?	0%	-1%
C#CCOCCOCCOCCNc1nc(N2CCN(C(=O)[C@H](CCC(=O)O)n3cc(C(N)[C@H](C)CC)nn3)CC2)nc(N2CCN(C(=O)[C@H](CCC(=O)O)n3cc(C(N)[C@H](C)CC)nn3)CC2)n1 (stereo not given in full)	6%	0.0%	22%	0%	1	4	0%	.	-3%	-7%	8%
CCC(Oc1cc(Cl)ccc1Cl)C(=O)NNC(=O)CCC(=O)O (stereo not given)	1%	-0.7%	26%	9%	0	23	2%	-3%	-1%	-1%	-7%

Source: PubChem BioAssay
